Screens: PubChem BioAssay, Sanford-Burnham Center for Chemical Genomics
TAG inh – triacylglycerol accumulation inhibition; H9c2 cells, Nile Red lipid (TAG) fluorescence; cells loaded with 200 µM oleic acid; hit rate 0.66% among 230,000; AID 651582; inhibition, % at 12.5 µM;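 active = pattern-corrected inhibition of lipid staining of at least 50% with the nuclear-stain viability signal not falling by more than 50%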;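 also: 0% = DMSO wells and 100% = triacsin C control wells; some results filed as inactive read as strong as hits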
TAG inh DAPI viability – further read-out of TAG inh, marked with its call; DAPI nuclei signal change (viability), lower = more cytotoxic, %;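 whole-well DAPI fluorescence read on a plate reader as a viability signal; minus 50 percent equals half of cells still viable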
* = called active by the depositor; i = inactive. The list is partial; count on the stated rates, not on these rows.

SMILES	TAG inh	TAG inh DAPI viability
CCC(C)n1c(SCC(=O)Nc2cc(C)on2)nc2ccccc2c1=O (stereo not drawn)	19	-8
Cc1ccc(-c2nnc(C)c(N3CC(C)OC(C)C3)n2)cc1 (stereo not drawn)	4	-2
COc1cccc(NC(=O)Nc2ccc(C(C)(C)C)cc2)c1	-2	-2
CCOC(=O)N1CCC(NC(=O)C2=CCN(S(=O)(=O)c3ccccc3)CC2)CC1	10	-4
COC(=O)c1ccc(CN2CCCCC2)cc1	-8	10
COc1cc(C2CC(=O)c3cnc(N4CCN(Cc5ccccc5)CC4)nc3C2)cc(OC)c1OC (stereo not drawn)	28	5
CCn1c(=O)c(C(=O)Nn2c(C)nc3ccccc3c2=O)c(O)c2ccccc21	-3	1
CN1CCN(CC#Cc2ccccc2)CC1CCO (stereo not drawn)	0	3
CCOc1ccc2c(ccc(/C=C/c3cc(C)c4cccnc4c3O)[n+]2C)c1	-26	-37
COc1cccc2c1OC1(C)CC2NC(=O)N1 (stereo not drawn)	38	-56
COc1cccc(Cn2cnc3c(NS(=O)(=O)c4cc(Cl)ccc4Cl)c(C)c(C)cc32)c1	12	-2
Cc1ccc(NC(=O)CS(=O)Cc2nc(-c3ccc(C)cc3)oc2C)cc1 (stereo not drawn)	3	-1
CCOc1ccc(S(=O)(=O)NCCC(=O)NCc2ccc(OC)c(OC)c2)cc1	10	3
CC(C)COCC(CN(Cc1ccccc1)c1ccccc1)N1CCCC1 (stereo not drawn)	-4	9
COc1cc(/C=C/[N+](=O)[O-])ccc1OC(=O)/C=C/c1ccc(F)cc1	48	-47
CN1CCN(S(=O)(=O)c2ccc(N(C)Cc3cccs3)nc2)CC1	-2	25
CC(c1ccc(Br)cc1)N1CC23C=CC(O2)C(C(=O)O)C3C1=O (stereo not drawn)	10	-3
COc1cccc(CN(C)C(=O)c2ccc(NS(=O)(=O)c3ccc4[nH]c(=O)[nH]c4c3)cc2)c1OC	4	-2
COC(=O)c1ccc(CSc2ccc3nnc(-c4cccc(F)c4)n3n2)o1	7	3
O=C(CCN1N=C(c2ccccc2)CCC1=O)NC1CCCCC1	9	3
CNc1cncc(-c2ccc(S(C)(=O)=O)cc2)n1	-10	15
CCn1ncc(Br)c1C(=O)Nc1ccn(C23CC4CC(CC(C4)C2)C3)n1	4	11
COc1cc(OC)cc(C(=O)NC(C(=O)OCn2nnc3ccccc3c2=O)C(C)C)c1 (stereo not drawn)	-12	-2
Cc1ccn2c(CNC(C)CCn3cccn3)c(C(=O)N3CCCCCC3)nc2c1 (stereo not drawn)	-6	8
CC(OC(=O)c1ccc(Cl)nc1)C(=O)Nc1ccc(S(=O)(=O)N2CCCC2)cc1 (stereo not drawn)	1	9

Next part:
SMILES	TAG inh	TAG inh DAPI viability
CCOc1ccc2nc(SCC(=O)N(CC(C)C)c3c(N)n(Cc4ccccc4)c(=O)[nH]c3=O)[nH]c2c1	-32	-5
O=C(Nc1ccc(C(=O)O)cc1)/C(=C\c1ccc2c(c1)OCO2)NC(=O)c1ccccc1Cl	7	8
CCCN(CC(=O)Nc1ccccc1C)C(=O)C1CC(=O)N(c2ccc(CC)cc2)C1 (stereo not drawn)	4	-7
C[C@@H]1CN([C@@H](C)CO)C(=O)c2cccc(NS(C)(=O)=O)c2O[C@H]1CN(C)Cc1ccc(Oc2ccccc2)cc1	-9	1
Cc1ccc(S(=O)(=O)N2CCCC2)cc1S(=O)(=O)N1CCCC1	-19	-2
NS(=O)(=O)c1ccc(CCNC(=O)CSc2nc3ccsc3c(=O)n2CCCCC(=O)O)cc1	-8	11
COc1cccc(-c2nnc(NC(=O)CCS(=O)(=O)c3ccc(F)cc3)o2)c1	16	-8
COc1ccc(NC(=S)N(Cc2ccccn2)Cc2ccccc2Cl)cc1	-3	-3
O=C(COc1cccc2c1CCN(Cc1ccc(Br)cc1)C2=O)N1CCOCC1	-5	0
CCOC(=O)N1CCN(C(=O)COc2ccc3c(c2)C(=O)CC(C)(C)O3)CC1	9	11
C/C(=N\Nc1ccc(C(=O)O)cc1)c1ccc(Br)cc1	-8	-2
Cc1ccc2nc(SCC(=O)c3ccc(O)cc3O)[nH]c2c1	14	0
Cc1c(Cl)c([N+](=O)[O-])nn1CCCC(=O)O	12	-4
CCn1c(C)nc2cc(S(=O)(=O)N3CCCCC3)ccc21	-49	12
COC(c1ccccc1)c1nnc(CCC(=O)NCCCc2ccccc2)o1 (stereo not drawn)	13	8
CC(=O)Nc1nc2ccccc2n1Cc1ccc(C)cc1	13	-20
Cc1cc(S(=O)(=O)N2CCCCC2CCNC(=O)C(=O)NCCN2CCOCC2)ccc1F (stereo not drawn)	36	1
COc1cccc(CN(C)C(=O)c2cccc(S(=O)(=O)N3CCN(Cc4ccccc4)CC3)c2)c1OC	-10	5
COc1ccc(C(C)=O)cc1COC(=O)c1ccc2c(c1)OCCO2	-23	0
Cc1cccc(NC(=O)c2cnc3ccccn3c2=O)c1	8	-5
CC1CCc2nc3ccc(S(=O)(=O)N4CCC(C(=O)N5CCCCC5)CC4)cc3c(C(=O)O)c2C1 (stereo not drawn)	14	-7
CCOC(=O)C1CCN(C(=O)CSc2ccccc2Cl)CC1	5	-6
Nc1cc2c([N+](=O)[O-])cccc2o1	-10	0
CNc1nc(CCN2C(=O)c3ccccc3C2=O)cs1	-3	10
CSCCC(=O)Nc1nc(-c2ccccn2)cs1	13	1

In the list so far, 12 have an aryl methoxy group:
SMILES	TAG inh	TAG inh DAPI viability
COc1cccc(NC(=O)Nc2ccc(C(C)(C)C)cc2)c1	-2	-2
COc1cc(C2CC(=O)c3cnc(N4CCN(Cc5ccccc5)CC4)nc3C2)cc(OC)c1OC (stereo not drawn)	28	5
COc1cccc2c1OC1(C)CC2NC(=O)N1 (stereo not drawn)	38	-56
COc1cccc(Cn2cnc3c(NS(=O)(=O)c4cc(Cl)ccc4Cl)c(C)c(C)cc32)c1	12	-2
CCOc1ccc(S(=O)(=O)NCCC(=O)NCc2ccc(OC)c(OC)c2)cc1	10	3
COc1cc(/C=C/[N+](=O)[O-])ccc1OC(=O)/C=C/c1ccc(F)cc1	48	-47
COc1cccc(CN(C)C(=O)c2ccc(NS(=O)(=O)c3ccc4[nH]c(=O)[nH]c4c3)cc2)c1OC	4	-2
COc1cc(OC)cc(C(=O)NC(C(=O)OCn2nnc3ccccc3c2=O)C(C)C)c1 (stereo not drawn)	-12	-2
COc1cccc(-c2nnc(NC(=O)CCS(=O)(=O)c3ccc(F)cc3)o2)c1	16	-8
COc1ccc(NC(=S)N(Cc2ccccn2)Cc2ccccc2Cl)cc1	-3	-3
COc1cccc(CN(C)C(=O)c2cccc(S(=O)(=O)N3CCN(Cc4ccccc4)CC3)c2)c1OC	-10	5
COc1ccc(C(C)=O)cc1COC(=O)c1ccc2c(c1)OCCO2	-23	0

Remaining list, next part
SMILES	TAG inh	TAG inh DAPI viability
COc1ccc(Cn2c(-c3ccc(OC)c(O)c3)nc3ccccc32)cc1O	-7	4
Cc1ccccc1Nc1nc(N)nc(COC(=O)c2ccco2)n1	-8	8
Cc1cc(NC(=O)CSc2n[nH]c(N)n2)no1	5	-4
Cc1ccc(C(=O)NC(=S)N(C)Cc2ccccc2)cc1	-15	1
CCc1c(C)nc2ncnn2c1NCCc1ccccc1	-41	4
O=C(Cc1ccccc1)NCCS(=O)(=O)N1CCN(c2ccccc2)CC1	-13	-5
O=C(N/N=C1\CCCc2ccccc21)c1cccc(Br)c1	-20	-10
COc1ccc(CC2c3cc(OC)c(OC)cc3CC[N+]2(C)CCC(=O)OCCCCCOC(=O)CC[N+]2(C)CCc3cc(OC)c(OC)cc3C2Cc2ccc(OC)c(OC)c2)cc1OC (stereo not drawn)	20	-5
OCCCNC(=S)Nc1ccc(Br)cc1Cl	-14	5
CC(C)=CCN1CCN(Cc2cc3ccccc3[nH]2)CC1CCO (stereo not drawn)	19	-10
NCCCC[C@H](NC(=O)C1CCNCC1)c1nnc([C@@H](N)Cc2ccc(O)cc2)o1	-21	2
O=C(Nc1ccc(N2C(=O)C3C4C=CC(C4)C3C2=O)cc1)Nc1nnc(C(F)(F)F)s1 (stereo not drawn)	-14	7
CN(CC(=O)Nc1ccc(F)cc1)C(=O)CSc1nc2ncc(Cl)cc2[nH]1	9	-2
CN(C)CCNC(C(=O)Nc1cccc(C(F)(F)F)c1)c1ccccc1 (stereo not drawn)	16	6
CCc1sc(C(=O)Nc2ccc(OC)c(S(=O)(=O)N3CCOCC3)c2)cc1C	8	-1
C=CCNC(=S)Nc1ccc(C)cc1[N+](=O)[O-]	-4	0
COCCn1c2nc(=O)n(-c3ccccc3)c(=O)c-2nc2ccccc21	-7	-12
CCC(c1nnnn1Cc1cccs1)N1CCN(C(=O)c2ccco2)CC1 (stereo not drawn)	-12	-13
CCOC(=O)Cn1cc([N+](=O)[O-])c(OC)n1	2	11
O=C(NC(=S)Nc1cccc2cc(O)ccc12)c1ccccc1Br	5	5
Cc1ccc(N(C(=O)C(F)(F)F)C(C(=O)NC2CCCCC2)c2ccncc2)cc1C (stereo not drawn)	-14	4
CC(=O)Nc1ccc2ccc3cccc4ccc1c2c34	3	6
NC(=O)C1(N2CCCCC2)CCN(C(=O)CSc2nc3ccccc3s2)CC1	-18	-10
CC(C)NC(=O)c1cc(C2CCCCN2S(=O)(=O)c2ccccc2)on1 (stereo not drawn)	-7	-1
CN(C)S(=O)(=O)c1ccc2c(c1)nc(CCC(=O)Nc1ccc(N3CCOCC3)cc1)n2C	11	-8

Remaining list, next part
SMILES	TAG inh	TAG inh DAPI viability
N#C/C(=C/c1ccc(N2CCOCC2)o1)c1ccc(Br)cc1	-43	-2
CCCCOc1ccc(C(=O)NN2CCOCC2)cc1	1	1
C=CCSc1nnc2n(CCc3ccccc3)c(=O)c3c4c(sc3n12)COC(C)(C)C4	17	1
CN(C)c1ccc(C2N(C)C(=O)c3ccccc3N2C)cc1 (stereo not drawn)	2	0
O=C(NCC1COc2ccccc2O1)C1(c2ccccc2)CCCC1 (stereo not drawn)	-9	2
COCCN(C(=O)c1cccc(-n2cnnn2)c1)c1c(N)n(CC(C)C)c(=O)[nH]c1=O	-6	-2
Cc1cc(C)cc(NC(=S)NCCc2c[nH]c3ccccc23)c1	-60	-7
CCCn1c(N)c(N(CCOC)C(=O)c2ccc(-c3ccc(Cl)cc3)o2)c(=O)[nH]c1=O	1	-5
CCCCn1nc2cc(C(=O)NC3CCCc4ccccc43)ccc2c1OCC (stereo not drawn)	14	-5
O=C(NCc1ccc(F)cc1)C(c1ccccc1)N(C(=O)c1csnn1)C1CC1 (stereo not drawn)	-3	-3
CC1=C(C(=O)N2CCOCC2)CC(CC(=O)NC2CCCCC2)C(=O)N1Cc1ccc(F)cc1 (stereo not drawn)	10	-6
NC(=O)CCN1CCN(Cc2cn[nH]c2-c2cccc3ccccc23)CC1	10	-12
C/C(CC(=O)NCc1ccc(Cl)cc1)=N\NC(=O)c1ccccc1F	-13	4
Cc1c(C(=O)OCC(=O)N2CCCCC2C)oc2ccccc12 (stereo not drawn)	-6	7
O=C(c1ccc(Cl)s1)N(Cc1nnc(-c2ccccc2Cl)o1)C1CC1	4	-7
CC1CC(=O)Nc2ccccc2N1S(=O)(=O)c1cccs1 (stereo not drawn)	-7	5
CCO[C@@H]1OC(C(=O)Nc2ccccc2)=C[C@H](c2ccccc2)[C@H]1CCCO	-1	7
Cc1cc(-n2c(C)cc(C(=O)CSc3nncn3C)c2C)no1	-2	0
CC(=O)Nc1ccc(C(=O)NC2CCSc3ccccc32)cc1 (stereo not drawn)	-2	0
Cc1ccc(N(CC(=O)NCc2ccncc2)S(C)(=O)=O)cc1	3	-10
COc1ccc(S(=O)(=O)NC(=O)C2(C)CCN2C(=O)CC2CCCC2)cc1 (stereo not drawn)	-10	2
Cc1ccc(NC(=O)CCn2cc(C(F)(F)F)ccc2=O)cc1	2	-2
Cc1ccccc1Nc1c(-c2ccc(N3CCOCC3)cc2)nc2ncccn12	0	-2
CCC(=O)N1CCC1(C)C(=O)Nc1ncc(C)s1 (stereo not drawn)	0	8
NC(=O)c1ccc(NC(=O)COC(=O)C2CC3C=CC2C3)cc1 (stereo not drawn)	-9	8

Continued:
SMILES	TAG inh	TAG inh DAPI viability
Cc1ccc(-c2csc3nc4ccc(C(=O)NCCO)cc4c(=O)n23)cc1	11	2
CC(=O)Nc1cccc(NC(=O)CCn2c(=O)sc3ccccc32)c1	6	1
CCc1cc(C(=O)N(C)CC(=O)Nc2c(Cl)cccc2Cl)sc1C	38	-4
OC[C@@H]1[C@@H](c2ccccc2)C(c2ccccc2)=NN1c1ccccc1	-4	i
COC(=O)[C@H](CCSC)NC(=O)Cn1cnc2c(SC)nc(N)nc21	2	8
CCOc1ccc(CNC2CCCCCCC2)cc1OC	0	6
O=C(NCCSc1c[nH]c2ccccc12)c1ccc(Br)o1	-3	-5
Cc1ccc(-c2cc(Cc3ccccn3)c(=O)[nH]n2)cc1	10	0

Structural class: those above containing a furan ring, fused or not.
SMILES	TAG inh	TAG inh DAPI viability
COC(=O)c1ccc(CSc2ccc3nnc(-c4cccc(F)c4)n3n2)o1	7	3
Nc1cc2c([N+](=O)[O-])cccc2o1	-10	0
Cc1ccccc1Nc1nc(N)nc(COC(=O)c2ccco2)n1	-8	8
CCC(c1nnnn1Cc1cccs1)N1CCN(C(=O)c2ccco2)CC1 (stereo not drawn)	-12	-13
N#C/C(=C/c1ccc(N2CCOCC2)o1)c1ccc(Br)cc1	-43	-2
CCCn1c(N)c(N(CCOC)C(=O)c2ccc(-c3ccc(Cl)cc3)o2)c(=O)[nH]c1=O	1	-5
Cc1c(C(=O)OCC(=O)N2CCCCC2C)oc2ccccc12 (stereo not drawn)	-6	7
O=C(NCCSc1c[nH]c2ccccc12)c1ccc(Br)o1	-3	-5
